Hep lipid drop = hepatic lipid droplet formation modulation | AML12 mouse hepatocytes, oleate lipid droplets, BODIPY imaging | inhibition, % at 6.5 µM | 0.4% of 240,000 active;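 active means lipid droplet intensity inhibited by at least 50%, with more than 500 cells counted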
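Material – AML12 mouse liver cells · Also added – oleate loading, 100 µM · Compound dosing – 6.5 µM single-point dosing · Times – overnight treatment with compound plus oleate · Measured by – fluorescence imaging, 20x objective, two fields per well · Read-out – percent inhibition of filter-corrected integrated lipid droplet intensity per well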
WT yeast gro inh = growth inhibition of WT yeast, mitochondrial fusion screen; mitochondrial fusion phenotypic screen, WT strain; inhibition, % at 10 µM; 2.1% of 190,000 active; AID 1362; in the data active means inhibition above about 58%; tested in S. cerevisiae
Dynein transport = blocks dynein driven cargo transport along microtubules | 0.47% of 220,000 active | z-score, hits read low | 3617.4 mouse cells, GR-EGFP nuclear translocation imaging; test concentration mostly 20 µM; stimulated with dexamethasone, 1 µM; hits give low values;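 active means plate z-score of nuclear minus cytoplasmic receptor signal below a set negative limit, without overly bright fluorescence or cell loss, cut at about -3.5 in these data, passing the limit was not always enough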;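 further: z-score of nuclear minus cytoplasmic ring GR-EGFP intensity difference per well; some compounds called inactive have numbers as strong as hits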
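medium = tetracycline-free induction medium containing charcoal-stripped FBS | probe or stimulus = dexamethasone, 1.0 µM final | timing = 48 h induction, then 1 h compound, then 30 min agonist, 37 °C | detection = automated 10x imaging of fixed Hoechst-stained cells | read-out basis = nuclear versus cytoplasmic GR-EGFP signal, averaged per well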
XIAP antagonists = XIAP antagonists, biochemical, IAP family, fluorescence polarization (AID 1018) | XIAP BIR domain, fluorescence polarization peptide displacement; higher % means a stronger effect | 0.007% of 200,000 active | displacement, % at 20 µM, or IC50 in µM where a hit was titrated; in the data active means displacement above about 50%; further: a part of the inactive calls stands beside numbers as strong as those of hits
bCat nuc transl = beta-catenin nuclear translocation modulation; HeLa beta-catenin nuclear translocation, immunofluorescence imaging; nuclear translocation activity, % at 5 µM; 0.3% of 190,000 active;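 active means nuclear translocation activity above 50% at 5 µM, with a well cell count of 50 or more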;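 further: per-cell ratio of nuclear to cytoplasmic median beta-catenin stain intensity; plate controls were DMSO negative control for no effect and GSK-3 inhibitor IX positive control for full effect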
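test system = HeLa cells, endogenous beta-catenin | dosing = single 5 µM dose plus 0.02–20 µM confirmation series | times = compound treatment 24 h, 37°C, 5% CO2 | technique = beta-catenin immunofluorescence imaging with DAPI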
MT stabilizer = microtubule stabilization, imaging screen; HeLa tubulin immunostaining HCS, 24 h; share of cells brighter than vehicle mean+2SD; % tubulin-high responders, % at 10 µM; 0.83% of 200,000 active;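 active means plate Z-score above 3 for both tubulin-high and condensed-nucleus cell shares, with cell loss under 80%, at 10 µM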;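 further: anti alpha tubulin signal scored within the nucleus-defined area of each cell; some results filed as inactive read as strong as hits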
Autophagy mod = autophagy modulation, high-content screen | MEF GFP-LC3 puncta imaging; test concentration mostly 10 µM | calls only at 10 µM (by protocol) | 0.98% of 190,000 active | AID 463193;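 active means percentage of spot-positive cells more than 3 SD above its plate mean, without a fluorescence outlier flag or 80% toxicity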;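 further: spot-positive cell cutoff set from DMSO-treated cells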
ER stress rescue = protection against thapsigargin-triggered cell killing – 384-well, CSM14.1, ATP luminescence, primary screen (AID 1222) | CSM14.1 thapsigargin-induced death rescue, ATP luminescence; higher % means a stronger effect | 190,000 tested, under 10 active | cellular ATP content (survival), % at 20 µM; hits with a dose series show EC50 in µM;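 active means EC50 below 50 µM in the dose-response confirmation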;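 further: death triggered by thapsigargin at about 15 µM added after 2 h compound pretreatment; cell ATP read after overnight thapsigargin exposure of roughly 18 to 22 hours; normalized against plate controls of thapsigargin alone and 5% DMSO vehicle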
Ins promoter up = MIN6 insulin promoter up-regulation. MIN6 insulin promoter-GFP reporter, high-content imaging; hits give high values. 0.3% of 190,000 active. z-score at 5 µM. AID 1625;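 active means z-score above 3 at 5 µM with at least 500 cells counted in the well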
WT yeast gro inh mutant strain = recorded beside WT yeast gro inh, whose call it bears; inhibition, %; mitochondrial fusion phenotypic screen, mutant strain inhibition
Dynein transport cytoplasmic EGFP = also measured in Dynein transport; calls as there; z-score; measured here: cytoplasmic GR-EGFP intensity; hits give high values
Dynein transport nuclear GR-EGFP = second read-out of Dynein transport, no call of its own (marks repeat the call); z-score; measured here: nuclear GR-EGFP intensity;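 lower value marks the stronger effect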
Dynein transport cell count = also measured in Dynein transport; calls as there; z-score; measured here: cell count per field
Ins promoter up cell count = second read-out of Ins promoter up, no call of its own (marks repeat the call); cell count; measured here: cytotoxicity, nuclei count;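 total cells summed across four imaged fields per well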
Hep lipid drop cells 6.5 µM = second read-out of Hep lipid drop, no call of its own (marks repeat the call); cell count; measured here: cell count, cytotoxicity flag;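 cells counted across two imaged fields per well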
bCat nuc transl cell count 5 µM = also measured in bCat nuc transl; calls as there; cell count; measured here: cell count, cytotoxicity flag
MT stabilizer Hoechst-high % = further read-out of MT stabilizer, marked with its call; % Hoechst-high responders; measured here: nuclear condensation Hoechst responders;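 share of cells brighter than vehicle mean plus two SD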
MT stabilizer cytotoxicity % = second read-out of MT stabilizer, no call of its own (marks repeat the call); toxicity, %; measured here: cytotoxicity by cell density;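 0% = mean cell density of plate MIN control wells and 100% = no cells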
Autophagy mod cell loss 18 h = second read-out of Autophagy mod, no call of its own (marks repeat the call); toxicity, %; measured here: cell loss, nuclei count;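 cell loss after 18 h compound exposure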
Starred values were filed as active, the others as inactive; i = inactive; · = no result given.

| # | SMILES | Hep lipid drop | Hep lipid drop cells 6.5 µM | WT yeast gro inh | WT yeast gro inh mutant strain | Dynein transport | Dynein transport cytoplasmic EGFP | Dynein transport nuclear GR-EGFP | Dynein transport cell count | XIAP antagonists | bCat nuc transl | bCat nuc transl cell count 5 µM | MT stabilizer | MT stabilizer Hoechst-high % | MT stabilizer cytotoxicity % | Autophagy mod | Autophagy mod cell loss 18 h | ER stress rescue | Ins promoter up | Ins promoter up cell count |
| --- | --- | --- | --- | --- | --- | --- | --- | --- | --- | --- | --- | --- | --- | --- | --- | --- | --- | --- | --- | --- |
| 1 | Cc1ccc(-c2cc(C(=O)OCC(=O)Nc3ncc(C(F)(F)F)cc3Cl)c3ccccc3n2)cc1 | -8 | 616 | -4 | -2 | -1.1 | -0.24 | -0.77 | 0.21 | -1.9% | -1.7 | 1136 | 4.5 | 3.2 | 10 | i | -7 | -1.2% | -0.54 | 1478 |
| 2 | N/C(Cc1nc(-c2ccc(Cl)cc2)cs1)=N/O | 5 | 761 | · | · | -0.47 | -0.17 | -0.24 | 0.44 | · | -3.3 | 1218 | · | · | · | · | · | · | -0.53 | 1280 |
| 3 | CC(C)C(C)(C#N)NC(=O)CSc1nnc(-c2ccccc2)o1 (stereo not drawn) | 1 | 668 | 13 | 16 | 1.4 | -0.51 | 0.24 | -0.4 | -5.0% | · | · | 0.9 | 1.7 | 21 | i | 1 | -1.1% | 0.27 | 929 |
| 4 | Cc1nnc(NC(=O)CN2C(=O)c3ccccc3S2(=O)=O)s1 | 6 | 788 | -7 | -1 | 0.04 | 0.14 | 0.37 | -0.69 | -8.7% | · | · | 1.4 | 1.0 | 9.4 | i | -1 | -1.0% | 1.8 | 819 |
| 5 | COCCNS(=O)(=O)c1ccc2c3c(cccc13)C(=O)N2C | 2 | 688 | 0 | -4 | -0.99 | -0.23 | -0.42 | 1.6 | -7.6% | 0.4 | 1525 | 5.0 | 1.5 | 3.0 | i | -31 | -0.4% | 0.32 | 1366 |
| 6 | O=c1c2ccccc2c(-c2ccccc2)nn1-c1cc(Cl)ccc1[N+](=O)[O-] | · | · | 15 | 0 | 0.62 | -0.18 | 0.67 | -0.46 | -6.0% | 2.0 | 1410 | 4.4 | 2.3 | 8.4 | i | 29 | 2.0% | -0.63 | 1542 |
| 7 | CSc1nncc(-c2ccc(F)c(F)c2)n1 | · | · | -41 | -52 | -1.4 | -0.18 | -0.36 | 1 | -4.9% | · | · | 3.9 | 2.2 | 5.4 | i | 8 | -0.6% | · | · |
| 8 | Cc1nc(SCCC(C)C)c([N+](=O)[O-])[nH]1 | · | · | 0 | 0 | -0.13 | -0.22 | 0.0061 | 0.95 | -4.9% | · | · | 0.9 | 1.6 | 4.8 | i | 4 | -0.5% | -0.61 | 912 |
| 9 | O=C(N/N=C1\C/C(=N\NC(=O)c2ccncc2)c2ccccc21)c1ccncc1 | 9 | 713 | 25 | 28 | -0.23 | -0.26 | 0.17 | 1.1 | 4.8% | -1.2 | 1086 | 3.9 | 2.8 | 8.4 | i | 3 | -0.6% | -0.63 | 1211 |
| 10 | O=C1CC(C(=O)N(c2cccc(F)c2)C(C(=O)NC2CCCC2)c2ccccn2)CS1 (stereo not drawn) | · | · | 37 | -3 | 1.2 | -0.26 | 0.9 | -1.4 | -7.6% | -1.7 | 992 | 3.5 | 2.3 | 9.8 | i | -11 | 1.3% | 0.02 | 1312 |
| 11 | O=C(NCc1ccccn1)c1cc(-c2ccc(Cl)cc2)nc2ccccc12 | -6 | 700 | 2 | 15 | -0.86 | -0.32 | -0.74 | 0.67 | -14% | -0.1 | 566 | 4.8 | 2.2 | 5.5 | i | 0 | -1.1% | -0.1 | 1208 |
| 12 | O=C(NC(=S)N1CCN(Cc2ccccc2)CC1)c1cccnc1 | -5 | 632 | 16 | 13 | 1.9 | -0.037 | 1.9 | -2 | -5.9% | 0.8 | 943 | 1.5 | 1.4 | 2.8 | i | 4 | 0.5% | 0.42 | 1310 |
| 13 | COc1ccc(N2CCN(C(CNC(=O)c3ccco3)c3cccnc3)CC2)cc1 (stereo not drawn) | · | · | · | · | 0.0079 | -0.33 | 0.15 | -0.28 | -23% | 1.3 | 1396 | 5.2 | 2.1 | 2.9 | i | 14 | -1.3% | 1.2 | 1568 |
| 14 | O=[N+]([O-])c1cccc(-c2n[nH]c(=S)n2-c2ccccc2)c1 | -9 | 691 | · | · | -0.43 | -0.25 | 0.19 | 0.47 | · | 0.1 | 1298 | · | · | · | · | · | · | 0.23 | 1083 |
| 15 | CCCCn1c(=O)[nH]c(=O)c2c1nc(-c1ccc3ccccc3c1)n2CC | 10 | 649 | -5 | 5 | -1 | -0.27 | -0.0088 | 0.79 | -7.7% | -1.7 | 1160 | 2.2 | 3.9 | 7.6 | i | 3 | -1.2% | -0.99 | 1276 |
| 16 | COc1ccccc1CC(=O)Nc1ccc(-c2nnc(-c3ccco3)o2)cc1 | · | · | -11 | -15 | 1.4 | -0.44 | 0.44 | 0.0089 | -4.8% | -1.5 | 1163 | 3.5 | 2.3 | 17 | i | 2 | -0.7% | 0.1 | 1081 |
| 17 | S=c1[nH]nc(-c2cccc(Cl)c2)n1/N=C/c1ccc(-c2ccccc2Br)o1 | -5 | 692 | · | · | -1 | -0.2 | -0.7 | 0.43 | · | 2.6 | 1253 | · | · | · | · | · | · | 0.17 | 1224 |
| 18 | CCN(C(=O)CC(C)C)c1nnc(Cn2nnc3ccccc32)s1 | 3 | 720 | -15 | -22 | 0.4 | -0.16 | -0.15 | -0.26 | -3.1% | -0.7 | 1119 | 3.7 | 2.9 | 9.6 | i | 13 | 2.4% | 1.4 | 1268 |
| 19 | CN(C)CCCSc1nc2ccccc2s1 | 2 | 697 | -3 | -1 | 0.67 | -0.1 | 0.81 | -1.8 | -12% | -0.7 | 973 | 2.9 | 2.8 | 7.2 | i | 4 | -3.1% | 0.24 | 1583 |
| 20 | O=C(NC(=S)Nc1ccc(N2CCOCC2)c(Cl)c1)C(c1ccccc1)c1ccccc1 | · | · | 24 | -3 | 0.85 | -0.23 | 0.73 | 1 | -6.4% | 0.7 | 670 | 2.8 | 1.4 | 11 | i | -34 | 3.3% | 1.2 | 1512 |
| 21 | CC(C)C(=O)NC(=S)Nc1ccccc1C(=O)NC1CCCCC1 | -25 | 708 | 13 | -10 | -0.69 | -0.2 | 0.51 | -0.062 | -2.6% | 2.1 | 486 | 1.9 | 1.5 | 5.5 | i | 20 | -1.9% | 1.1 | 1296 |
| 22 | O=C(C1CCC(CNS(=O)(=O)c2cccc3cccnc23)CC1)N1CCCC1 (stereo not drawn) | -14 | 701 | 11 | 1 | 1.4 | -0.14 | 1 | -0.56 | -4.6% | 3.1 | 1074 | 5.2 | 1.4 | 9.2 | · | · | · | -0.46 | 1518 |
| 23 | O=C(Cc1cc(=O)[nH][nH]1)N/N=C/c1c(F)cccc1Cl | -2 | 731 | -3 | 4 | -1.3 | -0.35 | -0.61 | 1.4 | -5.8% | 0.7 | 1119 | 5.7 | 2.7 | 5.2 | i | 38 | 1.1% | 0.14 | 1266 |
| 24 | CCOc1ccc2nc(NC(=O)Cc3cccs3)sc2c1 | 39 | 801 | 35 | 32 | 0.21 | 0.1 | 0.9 | 0.72 | -6.5% | 0.3 | 1207 | 2.1 | 1.5 | 4.3 | i | -15 | -1.0% | 0.35 | 979 |
| 25 | O=C(CSc1nnc2scc(-c3ccccc3)n12)N1CCN(Cc2ccccc2)CC1 | -41 | 673 | 2 | 0 | -0.021 | -0.28 | 0.48 | 0.13 | -4.6% | · | · | 2.9 | 1.5 | 5.6 | i | 12 | · | -0.82 | 1272 |
| 26 | COc1ccccc1N1CCN(C(CNS(=O)(=O)c2ccc(C)cc2)c2cccnc2)CC1 (stereo not drawn) | -10 | 789 | -14 | -14 | 2.5 | -0.15 | 2 | -0.86 | -4.3% | -11 | 1228 | 2.7 | 1.5 | 6.8 | i | -1 | -0.1% | · | · |
| 27 | Cc1cc(=O)[nH]c(N/N=C/c2ccccc2C(F)(F)F)n1 | 12 | 741 | -10 | -26 | -0.46 | -0.011 | -0.16 | -0.9 | -7.0% | -1.7 | 1130 | 2.9 | 1.2 | 5.0 | i | -12 | -2.2% | 0.12 | 1410 |
| 28 | CCn1c(=O)c2c(n3cnnc13)-c1ccccc1CC21CCCCC1 | · | · | -2 | 9 | -0.69 | -0.019 | -0.2 | 0.93 | -6.0% | -2.7 | 1156 | 1.5 | 1.6 | 10 | i | -3 | 2.9% | 0.49 | 1289 |
| 29 | Nc1cc(C(=O)O)c(Oc2ccc(Cl)cc2Cl)cc1C(=O)O | -10 | 705 | 3 | -16 | -0.96 | -0.29 | 0.23 | 0.47 | -4.7% | -1.8 | 543 | 2.8 | 3.0 | 10 | i | 5 | -1.9% | 0.39 | 1273 |
| 30 | CCOc1ccc(-c2nnc3ccc(SCC(=O)Nc4nc5ccccc5s4)nn23)cc1 | 5 | 535 | 5 | 21 | 0.69 | -0.23 | 0.5 | -0.61 | -0.5% | -0.2 | 1116 | 3.4 | 2.2 | 5.3 | i | 27 | -4.1% | 0.36 | 1535 |
| 31 | O=[N+]([O-])c1ccc(O)c(Nc2ncnc3ccccc23)c1 | 11 | 664 | -11 | -8 | 0.19 | -0.21 | 0.078 | 0.022 | -9.0% | -0.8 | 955 | 2.3 | 2.2 | 1.4 | i | 11 | -3.2% | · | · |
| 32 | O=S(=O)(c1ccc2nc(COc3ccc(Cl)cc3Cl)[nH]c2c1)N1CCOCC1 | · | · | -2 | -5 | -0.093 | -0.22 | 0.1 | 0.49 | -4.2% | 1.7 | 1141 | 4.2 | 3.0 | 2.9 | i | -10 | 1.0% | 0.8 | 898 |

Source: PubChem

Rows are unselected, and some 4% of all compounds hit somewhere here.
